Platelet DG rel: platelet dense granule release activity | AID 1663 | inhibition, %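 (compounds screened at 7.5 µM in platelet-rich plasma)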 | 0.22% of 300,000 active | human platelet-rich plasma, SFLLRN dense granule ATP release, luminescence;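 active = mean replicate score, as percent of positive control, at or above 50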
aSyn UTR inh: MLPCN primary screen, SNCA 5' untranslated region; inhibition, % (tested at 7.5 µM); alpha-synuclein 5'UTR reporter, inhibitor activity; 0.82% of 300,000 active; in the data active = inhibition above about 60%;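 also: H4 neuroglioblastoma cells stably carrying SNCA 5'UTR luciferase fusion; 0% = DMSO wells and 100% = positive control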
SKKanGAS inh: SKKanGAS growth inhibition | S. pyogenes SKKanGAS, kanamycin growth, BacTiter-Glo, 6 h | inhibition, % at 7.5 µM | 1.3% of 300,000 active;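 active = mean replicate score, as percent of positive control median, at least 50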;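 also: strain carries kanamycin resistance gene driven by streptokinase promoter and grows in 40 µg/ml kanamycin; loss of luminescence reflects streptokinase promoter inhibition or plain growth inhibition; 0% = median of DMSO wells and 100% = positive control at its reference dose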
KLF5 inh: suppresses KLF5 promoter-driven expression. 0.23% of 290,000 active. DLD-1 KLF5 promoter-luciferase reporter, luminescence. inhibition, % at 5 µM. AID 1700;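 active = inhibition above a per-plate limit of that plate's mean compound inhibition plus 3 SD, cut at about 60% in these data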;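 also: 0% = DMSO wells and 100% = LY294002 at 200 µM; higher means less KLF5 promoter-driven luciferase light; inactives centre near -14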
HSF1 inh: HSF1 inhibition | NIH3T3-HGL HSE-luciferase, MG132-induced, luminescence 8 h; stronger effect = lower value | activity change, negative = inhibition, % at 7.5 µM (by protocol) | 0.77% of 300,000 active;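 active = more than half of replicate wells show activity change below -50%, luminescence cut by over half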;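 also: luciferase reports HSF-1 transcriptional activity via heat shock element; 0% = median of DMSO wells and -100% = zero luminescence signal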
HSP90 inh: HSP90 refolding inhibition in rabbit reticulocyte lysate; luciferase refolding luminescence, 3 h; inhibition, % at 5.6 µM; 0.91% of 290,000 active; AID 1789;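 active = inhibition above the screen-wide mean plus 3 SD, computed separately per campaign, cut at about 16% in these data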;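 also: 0% = DMSO wells and 100% = 60 µM geldanamycin wells; inhibitors lower the luminescence because luciferase stays unfolded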
IEC-6 tox: counter-screen for KLF5 inhibitors: cytotoxicity in IEC-6 cells; IEC-6 cytotoxicity, luminescence viability; inhibition, % at 5 µM; 0.78% of 290,000 active; AID 1825; in the data active = inhibition above about 22%;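 also: 0% = plate median of test compound wells and 100% = cytotoxic reference compound wells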
HSF-1 act: increases HSF-1 driven luciferase reporter signal. NIH3T3-HGL HSF-1 luciferase reporter, MG132, 8 h; 100% = twice DMSO control signal. activation, % at 9 µM. 1.7% of 300,000 active;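 active = mean replicate activation of at least 50% with a set share of replicates each reaching 50%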;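 also: 0% = median of the neutral control wells and 100% = twice that signal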
HIF act: HIF pathway transcriptional activation | U2OS HRE-luciferase reporter, luminescence; normalized: DMSO 0%, desferrioxamine 100% | AID 1910 | activation, % at 7.5 µM (by protocol) | 0.32% of 300,000 active;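 active = mean activation of at least 10% of the iron chelator positive control signal, with at least half of replicates also reaching 10%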
AI-2 QS modul: modulates the Vibrio harveyi AI-2 quorum sensing system; AID 2094; Vibrio harveyi JMH597 AI-2 luminescence/OD600 ratio, 9 h; stronger effect = lower value; strain lacks LuxN and CqsS sensors; 0 = neutral-control median; 0.4% of 300,000 active; activity change, % at 7.5 µM; in the data active = activity change below about -75%, passing the limit was not always enough;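 also: luminescence divided by OD600 gain over 9 h not by final OD600 alone; inactives centre near 13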
* marks the source's active call; other numbers are inactive results; / = not tested or not shown. Compounds were not picked by outcome; overall some 6% were active at least once.

SMILES	Platelet DG rel	aSyn UTR inh	SKKanGAS inh	KLF5 inh	HSF1 inh	HSP90 inh	IEC-6 tox	HSF-1 act	HIF act	AI-2 QS modul
COc1ccc(NC(=O)CSc2nc3[nH]c(=O)[nH]c(=O)c3s2)cc1OC	1	-8	10	-26	-8	0	-10	28	0.0	33
COc1ccc(C(=O)N/N=C(/C)c2cccc(NC(=O)c3ccccc3F)c2)cc1	-6	-79	-1	-65	5	-3	3	6	1.4	17
CCc1nnc(NC(=O)COC(=O)CN2C(=O)c3ccccc3C2=O)s1	5	7	-2	-27	-6	0	4	2	-0.5	1
O=C(O)C1CCCCC1C(=O)Nc1ccc(F)cc1F (stereo not given)	-4	-23	5	-32	2	-4	-2	2	-0.2	4
CCc1nnc(NC(=O)c2ccc(S(=O)(=O)N3CCCc4ccccc43)cc2)o1	-1	32	86*	-13	-13	2	-1	-12	0.1	13
COc1ccc(NC(=O)c2cc(C(C)C)on2)c(OC)c1	-2	-244	-5	-89	9	-3	-2	29	3.6	8
CCOC(=O)c1[nH]ncc1CN1CCC(Cc2cccc(OC)c2)(C(=O)OCC)CC1	1	-3	-2	9	-7	2	-2	2	0.1	29
CCn1c(C)cc(/C=C2\NC(=O)N(Cc3ccc(Cl)cc3)C2=O)c1C	1	16	20	15	2	3	0	5	0.2	20
CC1CCCC(C)N1C(=O)CCN1C(=O)C2C3C=CC(C3)C2C1=O (stereo not given)	-2	-8	4	-3	-5	0	2	-7	-0.4	9
Cc1ccc(C(CNS(=O)(=O)c2ccccc2)N2CCN(C)CC2)cc1 (stereo not given)	5	1	21	/	-8	/	/	-6	-0.5	-6
c1cc(SSc2ccncc2)ccn1	1	-2	2	-9	-6	4	8	-1	-0.5	16
COCCCNC(=O)Cn1cnc2sc(C)c(S(=O)(=O)N3CCN(c4ccccc4OC)CC3)c2c1=O	1	-5	23	-32	-72*	-7	-7	-78	0.0	20
CCC(C(=O)NCc1ccc(F)cc1)N(Cc1cccs1)C(=O)c1snc(C(N)=O)c1N (stereo not given)	-5	7	3	-4	6	-2	-4	-3	-0.4	31
CN=C(Nc1cccnc1)c1ccccc1	-5	-9	2	-34	-1	1	2	4	-0.9	25
CCN(C(=O)C1CCN(c2nc(-c3ccc(OC)cc3)no2)CC1)c1ccc(OC)cc1	0	-5	-6	-4	-7	3	5	-13	1.2	18
COc1ccc(Nc2nc(N3CCOCC3)nc(N3CCOCC3)n2)cc1	10	4	-3	-29	-3	-1	-1	-9	-0.5	-5
Cc1ccc(NC(=O)CCNCc2ccco2)cc1S(=O)(=O)N(C)C	2	-1	0	-25	-8	5	1	14	-0.5	24
O=C(NCC1CCCO1)c1cc(-c2ccccc2)on1 (stereo not given)	-10	-362	-9	-109	18	1	-13	39	15*	30
CCOc1ccc2ccccc2c1C(=O)Nc1cc(=O)n(C)c(=O)n1C	6	1	6	-26	-6	2	-1	-11	-0.3	26
CC1CCN(C(=O)Cn2nc(C(F)(F)F)c3c2CCCC3)CC1	8	-48	/	-16	/	2	4	/	-0.7	10
COc1ccc(/C=C/C(=O)c2ccc(O)cc2)cc1COc1ccc(F)cc1	8	-22	14	-2	59	-2	1	83*	0.5	-23
C=CCOc1ccc(C(=O)Nc2ccc(OCC)cc2)cc1	4	-70	6	-9	4	-2	1	12	1.1	12
COc1ccc(S(=O)(=O)N2CCC(C(=O)N[C@@H](C)C(=O)NC3CCCC3)CC2)cc1	-3	-7	-7	-14	12	6	-2	13	0.2	4
Cc1c(C(=O)N2CCN(CCc3ccccn3)CC2)oc2ccc(F)cc12	-30	22	-5	-5	4	-1	3	22	0.6	7
COC(=O)COc1ccc(S(=O)(=O)N2CCCCCC2)cc1C	-12	-3	3	3	-9	-1	-1	5	-0.6	15

Reprinted from the results shown, 14 compounds:
SMILES	Platelet DG rel	aSyn UTR inh	SKKanGAS inh	KLF5 inh	HSF1 inh	HSP90 inh	IEC-6 tox	HSF-1 act	HIF act	AI-2 QS modul
O=C(O)C1CCCCC1C(=O)Nc1ccc(F)cc1F (stereo not given)	-4	-23	5	-32	2	-4	-2	2	-0.2	4
CCc1nnc(NC(=O)c2ccc(S(=O)(=O)N3CCCc4ccccc43)cc2)o1	-1	32	86*	-13	-13	2	-1	-12	0.1	13
COc1ccc(NC(=O)c2cc(C(C)C)on2)c(OC)c1	-2	-244	-5	-89	9	-3	-2	29	3.6	8
CCOC(=O)c1[nH]ncc1CN1CCC(Cc2cccc(OC)c2)(C(=O)OCC)CC1	1	-3	-2	9	-7	2	-2	2	0.1	29
CCn1c(C)cc(/C=C2\NC(=O)N(Cc3ccc(Cl)cc3)C2=O)c1C	1	16	20	15	2	3	0	5	0.2	20
CC1CCCC(C)N1C(=O)CCN1C(=O)C2C3C=CC(C3)C2C1=O (stereo not given)	-2	-8	4	-3	-5	0	2	-7	-0.4	9
Cc1ccc(C(CNS(=O)(=O)c2ccccc2)N2CCN(C)CC2)cc1 (stereo not given)	5	1	21	/	-8	/	/	-6	-0.5	-6
c1cc(SSc2ccncc2)ccn1	1	-2	2	-9	-6	4	8	-1	-0.5	16
COCCCNC(=O)Cn1cnc2sc(C)c(S(=O)(=O)N3CCN(c4ccccc4OC)CC3)c2c1=O	1	-5	23	-32	-72*	-7	-7	-78	0.0	20
CCC(C(=O)NCc1ccc(F)cc1)N(Cc1cccs1)C(=O)c1snc(C(N)=O)c1N (stereo not given)	-5	7	3	-4	6	-2	-4	-3	-0.4	31
CN=C(Nc1cccnc1)c1ccccc1	-5	-9	2	-34	-1	1	2	4	-0.9	25
CCN(C(=O)C1CCN(c2nc(-c3ccc(OC)cc3)no2)CC1)c1ccc(OC)cc1	0	-5	-6	-4	-7	3	5	-13	1.2	18
COc1ccc(Nc2nc(N3CCOCC3)nc(N3CCOCC3)n2)cc1	10	4	-3	-29	-3	-1	-1	-9	-0.5	-5
Cc1ccc(NC(=O)CCNCc2ccco2)cc1S(=O)(=O)N(C)C	2	-1	0	-25	-8	5	1	14	-0.5	24

(cont.)
SMILES	Platelet DG rel	aSyn UTR inh	SKKanGAS inh	KLF5 inh	HSF1 inh	HSP90 inh	IEC-6 tox	HSF-1 act	HIF act	AI-2 QS modul
O=C(Cc1ccccc1)NCC(=O)N1CCCC1	24	-32	1	-9	-10	1	2	5	0.9	-5
CC(=O)c1ccc(S(=O)(=O)N2CCCCC2C(=O)O)cc1 (stereo not given)	-2	13	4	1	-2	3	-3	8	-0.2	16
Cc1ccc(C2(C(=O)N3CCC(n4nc(-c5ccccc5)oc4=O)CC3)CC2)cc1	13	-9	0	-4	5	4	13	1	-0.2	1
CC(C)Cn1c(=O)c2c(nc3n2CCCN3CCc2ccccc2)n(C)c1=O	2	-1	3	-23	-1	3	-2	6	0.2	21
CCOC(=O)/C(C#N)=C/c1cccc(C)c1	-24	-25	-6	8	0	-2	-4	15	-44	1
Cc1cc(C(F)(F)F)nc(SCC(=O)c2cccc([N+](=O)[O-])c2)n1	0	11	-3	-38	5	-3	-9	15	0.0	6
CC(=O)Nc1ccc(NC(=O)CC(NC(=O)c2ccccc2)c2ccccc2)cc1 (stereo not given)	-5	10	-6	-30	5	1	-8	-14	-1.0	28
CC(C)c1ccc(CN(C(=O)c2cc3ccccc3oc2=O)C2CCS(=O)(=O)C2)cc1 (stereo not given)	-9	-41	-5	-2	5	5	8	-12	1.5	10
CCc1nc(SCC(=O)Nc2cc(C)on2)c2c(=O)n(C)c(=O)n(C)c2n1	6	3	-5	9	-3	2	2	2	0.0	41
CN1C(=O)CC(=O)N(C)c2cc(S(=O)(=O)N(C)Cc3ccccc3)ccc21	7	-12	-2	-24	1	-4	-5	-6	0.2	21
COC(=O)c1ccc(-c2n[nH]c(=O)c3ccccc23)cc1	2	3	-12	-8	-2	-3	-3	8	0.8	-6
CCn1c(-c2cc(-c3cc(C)ccc3C)nc3ccccc23)n[nH]c1=S	19	22	23	-14	6	0	-12	-16	4.7	12
O=C(CCCOc1ccccc1)NCCc1nc2ccccc2[nH]1	-4	24	2	-10	-2	2	-3	-1	0.1	4
COC(=O)CCCC1=CC2=CC(=O)C(C)(OC(=O)c3cccs3)C(=O)C2=CN1CCCCO (stereo not given)	-15	-1	4	/	-7	/	/	-6	-5.8	55
Cc1ccccc1Nc1nc(N)nc(COC(=O)C2CCCCC2)n1	-7	-23	-3	-38	-1	-1	0	-23	2.1	9
CCOc1cccc(-c2cc(-c3n[nH]c(=S)n3CC)c3ccccc3n2)c1	4	-52	13	-20	2	1	-7	20	0.5	21
CCCCN(Cc1ccccc1)C(=O)C1CCCN(S(=O)(=O)c2cnc[nH]2)C1 (stereo not given)	14	-6	1	-28	-1	-1	-3	5	/	17
COc1ccc(NC(=O)Cn2nnc(C(=O)Nc3ccc(F)c(Cl)c3)c2N)cc1OC	2	1	19	-20	2	0	0	2	-0.5	23
Cc1cc(C)c(N=C2CCCN2Cc2ccccc2)c(C#N)c1	12	6	7	-1	-6	-2	-4	28	0.2	9
COC(=O)C1=C[C@@H](C(=O)OC)[C@@H]2C3=C(C(=O)C2(C)C)[C@H](c2ccccc2)[C@@H]2C(=O)N(C)C(=O)[C@@H]2[C@@H]3C1	0	4	8	/	-1	/	/	-8	-0.6	11
CC(=O)c1cccc(NC(=S)NC(=O)c2cccc(Cl)c2)c1	-1	-160	-2	-18	37	-3	0	56*	3.5	-2
CCN(CC)C(=O)Cn1cnc([N+](=O)[O-])n1	1	13	-1	3	-1	-3	-4	-14	0.2	23
CNC(=O)C1=C(C)NC(=S)NC1c1cccs1 (stereo not given)	1	2	-4	-8	-7	1	7	14	0.0	19
OCCN1CCN(C(=S)c2ccc(Cl)cc2)CC1	2	2	4	-50	-6	-3	-2	-3	-0.2	14
Cn1c(=NC(=O)COc2ccccc2)sc2cccc(F)c21	-2	-150	-3	-6	11	-2	5	27	1.2	7
Other entries.
SMILES	Platelet DG rel	aSyn UTR inh	SKKanGAS inh	KLF5 inh	HSF1 inh	HSP90 inh	IEC-6 tox	HSF-1 act	HIF act	AI-2 QS modul
Cc1nn(C)c(C)c1S(=O)(=O)N1CCC(C(=O)NCC2COc3ccccc3O2)CC1 (stereo not given)	4	19	-1	-8	-1	0	4	2	-0.2	15
Cc1cccc(/C=N/NC(=O)Cn2nnnc2N)n1	7	-19	-5	-29	-5	0	-5	8	-0.4	-8
NC(=O)C1CCCN(C(=O)Nc2cccc3ccccc23)C1 (stereo not given)	-7	33	1	1	13	2	-2	17	-0.1	20
CC(C)c1ccc(NC(=O)Cc2cn(C)c3ccccc23)cc1	-6	-33	-9	-23	9	1	1	5	0.1	3
CC(=O)c1ccc(N2CCN(S(=O)(=O)c3cc4[nH]c(=O)c(=O)[nH]c4cc3C)CC2)cc1	6	-23	-9	-40	7	-3	-2	4	1.0	38
COc1ccccc1N(CC(O)CN1C(C)CCCC1C)S(=O)(=O)c1ccccc1 (stereo not given)	9	-39	0	-24	-2	5	4	16	0.8	4
O=C(c1ccccc1)c1cccs1	9	-6	0	-14	5	2	-1	-9	0.2	-5
CN(c1ccccc1)S(=O)(=O)c1ccc(C(=O)Nc2ccncc2)cc1	32	0	-4	/	-8	/	/	-10	-0.1	6
CCOC(=O)C1CCN(Cc2cc(=O)oc3cc(C)ccc23)CC1	-5	-17	-5	-14	4	-3	0	0	1.3	7
